# AmpC detergent = blocks E. coli AmpC beta-lactamase in detergent assay; actives 0.041% (n = 370,000); AmpC hydrolysis of nitrocefin, absorbance 480 nm, 0.01% Triton; Potency, µM (top dose mostly 114 µM), for the others: top-dose activity change, negative = inhibition, actives largely listed as inhibitors; AID 485294; P00811;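 further: potency means the concentration at half of the fitted maximal effect; 0% = no-compound wells and -100% = no-enzyme wells; nearly all actives have a fitted effect of over 25% in size; some results filed as inactive show a strong effect at the top dose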
# Target sequence (P00811 whole entry, looked up): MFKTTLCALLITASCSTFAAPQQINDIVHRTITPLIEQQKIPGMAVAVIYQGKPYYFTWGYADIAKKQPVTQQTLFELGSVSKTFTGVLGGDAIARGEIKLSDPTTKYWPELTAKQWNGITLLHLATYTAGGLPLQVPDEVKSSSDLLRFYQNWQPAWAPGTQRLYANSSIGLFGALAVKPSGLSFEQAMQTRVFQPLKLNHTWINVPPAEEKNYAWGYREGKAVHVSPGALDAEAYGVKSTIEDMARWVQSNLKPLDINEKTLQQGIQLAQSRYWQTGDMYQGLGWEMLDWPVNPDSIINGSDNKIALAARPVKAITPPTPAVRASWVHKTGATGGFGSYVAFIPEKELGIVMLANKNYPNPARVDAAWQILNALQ
#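 AmpC (5.3 nM in the dispensed reagent) in 20 mM phosphate pH 7.0 with 0.01% (detergent screen) or 0.0001% Triton X-100 was preincubated with compounds for 15 min at room temperature. Nitrocefin was then added from an 800 uM solution, and hydrolysis was followed at 480 nm.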
# Shiga toxin inh = inhibitors of Shiga toxin in Vero cells | actives 9.2% (n = 290,000) | inhibition, % at 38.7 µM | Vero cells, Shiga toxin protein synthesis inhibition reporter | AID 2315; in the data active means inhibition mostly above about 28%, no sharp cut-off; inactive means mostly below about 43%; further: 0% is about no effect
# AmpC no deterg = AmpC beta-lactamase inhibition without detergent; AmpC nitrocefin hydrolysis, absorbance 480 nm, 0.0001% Triton; Potency, µM (series often up to 57.1 µM), inactives show top-dose activity change, negative = inhibition, usual class: inhibitors; actives 0.52% (n = 330,000);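 further: potency means the concentration at half of the fitted maximal effect; plate controls were no compound for no effect and no enzyme for full effect; nearly all actives have a fitted effect of over 20% in size; some results filed as inactive show a strong effect at the top dose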
#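 AmpC (5.3 nM in the dispensed reagent) in 20 mM phosphate pH 7.0 with 0.01% (detergent screen) or 0.0001% Triton X-100 was preincubated with compounds for 15 min at room temperature. Nitrocefin was then added from an 800 uM solution, and hydrolysis was followed at 480 nm.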
# AMA1-RON2 inh = AMA1-RON2 (P. falciparum) interaction inhibition; AlphaScreen AMA1-biotinylated RON2 peptide binding; Potency, µM (highest dose often 58.2 µM), for the others: at the highest dose activity change, negative = inhibition, usual class: inhibitors; actives 0.2% (n = 360,000);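 further: potency means the concentration at half of the fitted maximal effect; 0% = vehicle wells and -100% = peptide control; nearly all actives have a fitted effect of over 45% in size; some results filed as inactive show a strong effect at the top dose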
#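 AMA1 (3D7) with his tag at 25 nM final met compounds first, then biotinylated RON2 peptide at 25 nM; detection used donor plus acceptor beads, 10 µg/mL apiece, read by AlphaScreen after 30 min at room temperature.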
# HCMV antiviral = inhibitors of human cytomegalovirus; HFF cells, HCMV-luciferase reporter, 72 h; stronger effect = lower value; activity change, negative = inhibition, % at 57.5 µM; actives 4.5% (n = 410,000); AID 1259415; in the data active means activity change below about -60%; inconclusive means no clear call, values can overlap the other calls; inactive means above about -39%; further: on the % scale 0 is the no-effect control and ±100 the full control effect
#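 Steps: HFFs plated, 16 h 37C; compounds added; HCMV-luciferase added to MOI 1 PFU/cell; 72 h 37C; OneGlo reagent, 5 min room temperature; luminescence read, normalized to controls.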
# FBPA Giardia inh = Giardia lamblia aldolase inhibition. Potency, µM (top dose mostly 59.6 µM), inactives show top-dose activity, negative = inhibition, hits mostly inhibitors. AID 2451. actives 0.71% (n = 290,000). purified Giardia FBPA; further: potency means the concentration at half of the fitted maximal effect; on the % scale 0 is the no-effect control and ±100 the full control effect; nearly all actives have a fitted effect of over 55% in size
# Target sequence (A8B2U2 whole entry, looked up): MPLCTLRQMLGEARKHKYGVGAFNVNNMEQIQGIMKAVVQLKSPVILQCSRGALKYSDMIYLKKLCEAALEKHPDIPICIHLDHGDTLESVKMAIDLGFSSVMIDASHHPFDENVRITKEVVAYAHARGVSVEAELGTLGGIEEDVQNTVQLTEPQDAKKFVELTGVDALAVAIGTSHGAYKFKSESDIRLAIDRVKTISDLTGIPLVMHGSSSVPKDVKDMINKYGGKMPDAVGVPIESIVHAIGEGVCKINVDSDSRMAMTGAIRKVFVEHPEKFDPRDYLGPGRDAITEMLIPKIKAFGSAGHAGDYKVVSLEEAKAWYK
#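 40 nM FBPA preincubated 10 min at RT with compound (up to 57.5 uM final), then substrate plus GAPDH/TPI/NAD/arsenate coupling and diaphorase/resazurin added. Fluorescence read after 20 min at RT, 525/598 nm.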
# Cycloheximide cs = affects cycloheximide protein synthesis inhibition readout, counter-screen. actives 12% (n = 300,000). cell reporter, cycloheximide protein synthesis inhibition counterscreen. max response, %; in the data active means max response mostly above about 13%, no sharp cut-off; inactive means mostly below about 14%; further: read at 38.3 µM for the half of the compounds with a filed dose; 0% is about no effect
# Numbers without * were called inactive; ? = inconclusive; . = no result given; & = joins results of further samples; [ ] = remark or other dose. Unless noted, the call rests on the fitted dose curve; in most records, active means well fitted curve in the direction sought with a large enough effect; inconclusive means small, poorly fitted or top-dose-only effect, or another doubt; inactive means no such curve, though single readings can be large; an effect the other way counts as inactive or inconclusive.
# Every second line gives: AmpC detergent, Shiga toxin inh, AmpC no deterg, AMA1-RON2 inh, HCMV antiviral, FBPA Giardia inh, Cycloheximide cs
- CCOC(=O)Cn1nc(C)c(-c2ccccc2)c1N
    ?, 39, -4%, -2%, 5, 13%, 10
- O=C1Nc2cc(C(=O)NCCCN3CCOCC3)ccc2S/C1=C/c1ccccc1F
    5%, 22, 186%[activator], -15%, -28, ., 1
- COc1cc(/C=N/NC(=O)c2cc(-c3c(C)nn(-c4ccccc4)c3C)n[nH]2)ccc1O
    ?, 18, -44%, 32%[activator], ?, -6%, -3
- CC(=O)Nc1ccc(Oc2nc(-c3ccccn3)nc3ccccc23)cc1
    1%, 54*, 57%, 68%[activator], -102*, 12%, 58*
- COc1ccccc1NC(=O)Cn1c(=O)n(-c2ccccc2)c(=O)c2oc3ccccc3c21
    -10%, -9, -16%, 22%, 25, 5%, 1
- O=C(COC(=O)c1ccc(C(F)(F)F)cc1)Nc1cccc(S(=O)(=O)NC2=NCCCCC2)c1
    ., ., 8%, 17%[11.6 µM], -1, ., .
- c1cnc2c(SCc3ccc(-c4nnco4)cc3)cccc2c1
    5%, 68*, -11%, -1%, 64, -8%, 39*
- CC1Cc2ccccc2N1S(=O)(=O)c1cccc(C(=O)OCC(=O)NC2CCS(=O)(=O)C2)c1 (stereo unspecified)
    -21%, -7, 131%[activator], 2%, -20, -1%, -2
- COc1cc(NC(=O)CN(c2ccc(C)cc2)S(=O)(=O)c2c(C)n[nH]c2C)cc(OC)c1
    -8%, -3, 0%, 4%, -11, 0%, 4
- CC(C)=CCC/C(C)=C/COc1c2occc2cc2ccc(=O)oc12
    ., ., -31%, 24%, ?, -23%, .
- CC(C)c1ccc(C(O)c2nc3ccccc3n2C)cc1 (stereo unspecified)
    2%, 22, -16%, 16%, 6, 1%, 9
- CC(=O)OCCCNc1cc(Sc2nc3ccccc3s2)c2nonc2c1[N+](=O)[O-]
    -13%, -7, -20%, 8%, ., ?, 2
- O=C(Nc1ccccc1)C1CC(=O)N(Cc2ccccc2)C1 (stereo unspecified)
    6%, 12, -3%, -5%, 22, 18%, -3
- Cn1c(=O)c2c(nc(N3CCCCC3)n2CC(O)COc2ccccc2)n(C)c1=O (stereo unspecified)
    -3%, -12, -23%, -13%, 20, 4%, -4
- CCOC(=O)Cc1csc(NC(=O)c2cnc3sc(C)cn3c2=O)n1
    -1%, 88*, -13%, 6%, 8, ., 43*
- COc1ccc(/C=C/C(=O)NC(=S)Nc2ccccc2C(=O)NC2CCCCC2)cc1
    ?, -9, -17%, 13%, -11, 1%, -1
- O=[N+]([O-])c1ccc(Oc2ccc(S(=O)(=O)N3CCOCC3)cn2)cc1
    ?, ., -11%, 7%, 3, ., .
- c1ccc(CN2CCN(Cc3ccc4ccccc4c3)CC2)cc1
    -13%, 15, 25%, ?, 41, ?, 8
- N#Cc1ccncc1Sc1ccc(Cl)cc1
    0%, 1, 2%, 30%[activator], -15, -4%, -5
- CCOC(=O)N1CCN(C(=O)c2ccc3c(=O)n(CCOC)c(=O)[nH]c3c2)CC1
    -5%, 6, 10%, -7%, 12, 2%[12.9 µM], 17
- Cc1nnc(SCc2ccc(Cl)c(Cl)c2)s1
    12%, 22, -1%, 34%[activator], 35, 2%, 14*
- Cc1c(C(=O)N2CCN(S(=O)(=O)c3ccccc3F)CC2)oc2c(Cl)cccc12
    ?, ., 33%, 0%, 13, ., .
- COc1nc2ccccc2cc1-c1noc(-c2cccnc2)n1
    ?, -18, -24%, ., ., 2%, 0
- COc1cccc(CN2CC(C(=O)NCCn3cccn3)CCC2=O)c1 (stereo unspecified)
    4%, -3, -12%, -2%, -25, ., 8
- CC(C)(C)c1nnc(N/N=C/c2ccc(O)cc2)n(N)c1=O
    -5%, 17, -27%, 47%[activator], -35, 4%, -5
- CC(CC(=O)NCCc1ccc(Cl)cc1)S(=O)(=O)c1ccc2c(c1)NC(=O)CO2 (stereo unspecified)
    3%, 14, -6%, -7%, -12, ., 2
- COc1ccc(NS(=O)(=O)c2cn(C)cn2)cc1
    6%, -7, -26%, 21%, 11, 5%, -3
- COc1cccc(N2CCN(c3ccc4nnc(CCC(=O)Nc5ccc(C)cn5)n4n3)CC2)c1
    0%, -8, 32%, -3%, ., ., -2
- CC(C)(C)c1cc(C(=O)NCC(=O)OCC(=O)c2cccc([N+](=O)[O-])c2)cc(C(C)(C)C)c1
    -11%, 13, ?, -1%[11.6 µM], -17, -2%, -3
- CCn1cnc2c1c(=O)n(CC(=O)NCC(C)C)c(=O)n2Cc1ccccc1
    0%, -4, -12%, 8%, 64, 0%, -3
- O=C(C1=C(O)C(=O)N(c2ncccn2)C1c1ccc(Cl)c(Cl)c1)c1ccco1 (stereo unspecified)
    -4%, -2, -33%, -29%, 16, ?, 14
- CCCn1c2c(c(=N)c3c1CCC3)CCCC2
    -13%, -4, -10%, 23%[11.6 µM], -97*, 3%, -3
- Cc1ccc(CN2CC(C(=O)Nc3cc(S(C)(=O)=O)ccc3Cl)CC2=O)cc1 (stereo unspecified)
    -13%, 29, 19%, 15%, -17, 9%, 4
- CC12CCC(C(=O)N3CCN(c4ccccc4)CC3)(CC1=O)C2(C)C (stereo unspecified)
    ?, -17, -2%, 8%, 17, -1%, 2
- Cc1oc2c(CN3CCCC3)c(O)ccc2c(=O)c1-c1ccccc1
    -1%, 11, -9%, -3%, -2, 5%, -1
- Cc1oc2c(c1C(=O)c1ccc(Cl)cc1)C(=O)C(=O)c1ccccc1-2
    3%, -2, -30%, -20%, ?, 0.89µM*, 6
- CC1CCN(C(=O)COc2ccc(Nc3ccccc3)cc2)CC1
    6%, 23, -3%, -29%, -74*, -6%, 10
- CCOC(=O)c1cccc(NC(=O)CCOc2ccccc2)c1
    -12%, -24, -2%, -12%, ?, 6%, -1
- COCCCNC(=O)C1CCN(S(=O)(=O)c2ccc3nc4c(c(C(=O)O)c3c2)CCCCC4)CC1
    -12%, 17, -14%, 9%, -37, 1%, 1
- CCC(CO)NC(=O)C1C=C2c3cccc4[nH]cc(c34)CC2N(C)C1 (stereo unspecified)
    -8%, 10, 6%, -5%, -9, -30%&-25%, -2
- COc1ccccc1NS(=O)(=O)c1c(C)nc2sccn2c1=O
    ?, -10, -7%, -4%, 42, -5%, -2
- COc1ccccc1CNC(=O)COc1ccccc1OC
    5%, 16, -10%, 8%, 8, -3%, -1
- Oc1ccc(N=Nc2cccc(Cl)c2)cc1C=Nc1ccc(N2CCOCC2)cc1
    9%, -12, -26%, -12%, 55, -10%, -7
- COc1ccc(CNCC(=O)Nc2ccccc2-n2cccc2)cc1
    ?, 7, -4%[11.4 µM], 21%, 0, 15%, 10
- COc1cc2c(cc1OC)CN(c1ccc(-c3ccccc3OC)nn1)CC2
    ?, 4, 48%, -20%, ., -15%, -3
- Cc1ccc(OCC(=O)N(C)CC(=O)NCc2ccco2)c(Br)c1
    -17%, ., -8%, -4%, 3, ., .
- CCOP(=O)(OCC)/C(=N/OC(=O)c1ccc(Cl)cc1Cl)C(N)=O
    4%, 9, -21%, -6%, 55, -29%, -2
- CCOc1ccc(-c2nc(N)ncc2-c2ccccc2OC)c(O)c1
    2%, -8, 26%, -5%, -27, -25%, -2
- Cc1nc2c(C)[n+](CC(=O)c3ccccc3)ccc2n1C
    -7%, 11, -7%, 0%, 64, 2%, 5
- Cc1cccc(N(Cc2ccccc2)C(=O)CSC(C)C(=O)Nc2cc(C)on2)c1 (stereo unspecified)
    0%, ., 4%, -3%, -29, ., .
- O=C(N/N=C/c1ccc[nH]1)c1ccccc1OCc1ccccc1Cl
    ?, 11, -27%[11.4 µM], 5%, -29, -12%, 15*
- O=C(N/N=C/C1C(=O)NC(=S)N(c2ccccc2)C1=O)c1cc(Br)c(O)c(Br)c1 (stereo unspecified)
    -7%, -6, 20%, -6%, -25, 15%, -2
- O=C(Nc1cccnc1)c1ccccc1NS(=O)(=O)c1ccc(F)cc1
    4%, 38, -37%, -3%, 41, 14%, 3
- C(=N\N=C\c1ccccn1)/c1ccccn1
    -12%, 58, -21%, 99%[activator], 6, -30%, 13*
- Cc1ccc(C)c(CSc2nc3[nH]ncc3c(=O)[nH]2)c1
    -1%, -15, -22%, 3%, -22, 8%, 1
- COc1ccc(N2C(=O)c3ccccc3C(C)(C)C2=O)cc1
    0%, -11, 0%, 1%, -22, 10%, 4
- Cc1cc(N2CCN(C)CC2)nc2ccc(NC(=S)NC3CC3)cc12
    -2%, 0, -19%, -3%, ?, -1%, -7
- Cc1ccc(CN2CCCN(C)CC2)c(C)c1
    -16%, -3, -8%, 1%, 13, ?, -4
- COc1cc(CN2CCN(CCCc3ccccc3)CC2CCO)cc(OC)c1 (stereo unspecified)
    2%, ., 52%, -6%, 15, -2%, 1
- COC(=O)[C@@H](NC(=O)Nc1cccc(OC)c1)C(C)C
    -3%, -3, -5%, 7%, 14, 5%, -4

# New compounds follow:
# Every second line gives: AmpC detergent, Shiga toxin inh, AmpC no deterg, AMA1-RON2 inh, HCMV antiviral, FBPA Giardia inh, Cycloheximide cs
- O=C(NC1CCCCC1NC(=O)c1ccco1)c1ccco1 (stereo unspecified)
    3%, -5, -13%, 2%, 8, 6%, 1
- O=C(Cn1ccc(C(F)(F)F)n1)Nc1ccc(S(=O)(=O)NCc2ccco2)cc1
    -13%, 7, -31%, ?, 0, -3%, 1
- CCC(Oc1ccccc1C)C(=O)N1CCCN(C)CC1 (stereo unspecified)
    -7%, -10, -11%, -10%, 61, 1%, -2
- CCc1nnc(NC(=O)CN2CCOCC2)s1
    -13%, -16, 0%, 52%[activator], 17, -15%, 1
- O=C(N/C(=C\c1ccccc1)C(=O)N1CCOCC1)c1cccc(Br)c1
    3%, -10, -10%, -11%, 4, -3%, 7
- COc1ccccc1NC(=O)c1ccc(NC(=O)COC(=O)C2CCCCC2)cc1
    -2%, -7, -28%, -7%, 47, -1%, -6
- CC(=O)c1cccc(NC(=O)c2cnccn2)c1
    -13%, -2, 0%, 6%, 23, 2%, 1
- Cc1cc(=O)[nH]c(SCC(=O)N2CCCCCC2)n1
    0%, 20, -22%, -8%, -6, -11%, 6
- CCCCn1c(N)c(N(CCOC)C(=O)c2ccc(-c3ccccc3)cc2)c(=O)[nH]c1=O
    ?, ., 88%[activator], -5%, -31, ., .
- COc1ccc2nc(NC(=O)CSc3cn[nH]n3)sc2c1
    -5%, 66*, -37%, 97%[activator], 66, 14%, 43*
- Fc1ccc2nc(C(F)(F)F)cc(N3CCOCC3)c2c1
    -9%, 29, -2%, -12%, 32, 10%, 21
- CS(=O)(=O)c1ccc2c(c1)SC1=NC(=O)/C(=C/c3ccco3)C(=N)N12
    2%, -12, -31%, 13%, 38, -21%, 7
- Cc1onc(-c2ccccc2)c1C(=O)n1cc(Br)cn1
    ?, -4, -10%, -1%, -6, 1%, 0
- CC(C)c1ccc(NC(=O)N(CCc2nc3ccccc3[nH]2)C2CCCC2)cc1
    -8%, 35, -44%, -8%, 35, -9%, 12

# From PubChem BioAssay

# Random draw from the library; 16% or so of the library scored in one or more.
